# BRCA1 expr up: BRCA1 expression activation; MCF7-BRCA1-FFLuc reporter, luminescence, 48 h; response scale: scaled: vehicle 0%, 10 µM genistein 100%; Potency, µM (titrated, usually from 46.1 µM), inactives show top-dose activation, most hits filed as activators; actives 1.1% (n = 380,000); AID 624202; active = well fitted activation curve with a large enough effect; inconclusive = small, poorly fitted or top-dose-only effect; inactive = no such curve, though single readings can be large or run the other way; note: nearly all actives have a fitted effect of over 80% in size; some results filed as inactive show a strong effect at the top dose
#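 48 h compound treatment of MCF7-BRCA1-FFLuc cells (phenol-red free MEM, 37 °C), then 15 min with luciferase substrate and luminescence imaging.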
# * marks the source's active call; other numbers are inactive results; u = inconclusive. Potency is the fitted concentration of half-maximal effect. Only part of the results is shown. The share of hits here may be higher or lower than overall.
BRCA1 expr up | SMILES
3.6% | CCOC(=O)c1ccc(-c2ccc(N3C(c4ccsc4)=Cc4ccc(F)cc4C3c3c[nH]c4ccc(C#N)cc34)cc2)cc1F (stereo not drawn)
73.2% | CC1CCN(C(=O)COC(=O)c2ccccc2NCCO)CC1
11.1% | COc1ccc(NC(=O)c2cc(C3CCCCN3S(C)(=O)=O)on2)c(C)c1 (stereo not drawn)
2.3% | COC(=O)N(C)C[C@@H]1OCc2cnnn2CCCC(=O)N([C@@H](C)CO)C[C@H]1C
-3.5% | CCN(CC)C(=O)C1=C(C)N(CCCN2CCCC2=O)C(=O)C(CC(=O)NCC2CCCCC2)C1 (stereo not drawn)
0.9% | COc1ccc(OC)c(S(=O)(=O)NC(=O)C2(C)CCN2C(=O)c2ccco2)c1 (stereo not drawn)
-25.2% | CCc1nc2c(OCCc3cccc(OC)c3)cccn2c1N(C)C(=O)c1ccc(C)cc1
12.8% | COc1cccc(NC(=O)N(C)C[C@@H]2OCc3cnnn3CCCC(=O)N([C@H](C)CO)C[C@@H]2C)c1
-76.4% | Cc1cc(S(=O)(=O)c2ccc(Cl)cc2)nc(S(=O)(=O)c2ccc(Cl)cc2)c1C#N
6.1% | CCN(C(=O)Nc1cccc2ccccc12)c1ccccc1
-74.0% | Nc1nc(N)c2c(ccc3c2ccn3Cc2cccc([N+](=O)[O-])c2)n1
-1.5% | C[C@H]1CN([C@@H](C)CO)C(=O)CCCn2nncc2CO[C@@H]1CN(C)Cc1ccc(Cl)c(Cl)c1
-36.4% | C[C@@H]1CCCCO[C@@H](CN(C)Cc2ccc(C(F)(F)F)cc2)[C@@H](C)CN([C@H](C)CO)C(=O)c2cc(N(C)C)ccc2O1
0.3% | Cc1ccccc1OC1(C)CCN(Cc2ccc3ccccc3c2)C1 (stereo not drawn)
-7.6% | CC(C)c1ccc(NC2CCCN(C(=O)CN3CCCCC3=O)C2)cc1 (stereo not drawn)
-3.4% | Cc1[nH]c2ccccc2c1C(=O)C(=O)NCc1nnnn1-c1ccc(F)cc1
-16.6% | C#CCN(C[C@@H]1[C@@H](OC(=O)NC2CCCC2)[C@@H](OC(=O)NC2CCCC2)CN(C(=O)OC(C)C)N1C(=O)OC(C)C)S(=O)(=O)c1ccc(C)cc1
1.3% | CNc1ncnc2c1ncn2[C@H]1CN(Cc2cccnc2)C[C@@H](CO)O1
33.8% | COc1ccc(OC)c(S(=O)(=O)Nc2ccc3c(c2)OCCO3)c1
-22.5% | Nc1nc(N)c(N=O)c(Nc2cccc(Cl)c2)n1
-36.8% | O=C(NCc1ccco1)C1Cc2c(-c3cccc(F)c3)ccnc2O1 (stereo not drawn)
2.9% | CCn1cc(CN2CCC(C(=O)Nc3ccc(Oc4ccccc4F)cc3)CC2)cn1
-2.9% | CCc1nc2ccc(C(=O)NCCc3c[nH]c4ccccc34)cn2c1N(C)Cc1nccn1C
17.7% | CCCS(=O)(=O)NC(=O)C1(C)CCCN(C(=O)c2cccnc2Oc2ccccc2)C1 (stereo not drawn)
19.1% | Nc1ccn([C@@H]2O[C@H](C(=O)N3CCN(c4ccc(Cl)cn4)CC3)[C@@H](O)[C@H]2O)c(=O)n1
12.6% | CCCCn1c(OC(=S)N(CC)CC)cc(C)nc1=S
-38.1% | Cc1ccc(Nc2nc(NCc3cccs3)nc3ccsc23)c(C)c1
-34.6% | COc1cc2nc(N3CCCN(C)CC3)nc(NC3CCN(C)C3)c2cc1OC (stereo not drawn)
18.2% | C[C@H]1CN([C@@H](C)CO)C(=O)c2cc(C#CC3(O)CCCC3)cnc2O[C@H]1CN(C)C(=O)C1CC1
0.0% | O=C(NCc1ccccc1)c1cc(C2CCCCN2S(=O)(=O)c2ccccc2)on1 (stereo not drawn)
-7.7% | COc1ccc(-n2c(COc3ccc(Cl)cc3Cl)n[nH]c2=S)cc1
7.0% | O=C(NCc1cccnc1)c1cc(C2CCCCN2C(=O)c2ccccc2)on1 (stereo not drawn)
0.4% | COC(=O)[C@H]1C[C@@]2(O)CN(S(=O)(=O)c3ccc(C)cc3)C[C@@]2(OC(=O)NCc2ccco2)C[C@H]1C(=O)OC
-7.8% | O=C(Nc1cc(C(F)(F)F)ccc1N1CCCC1)C1CC(=O)N(Cc2ccccc2)C1 (stereo not drawn)
18.9% | CN(CCN1CCOCC1)C(=O)c1cc(COc2ccc(F)cc2Cl)on1
15.0% | O=[N+]([O-])c1ccc(S(=O)(=O)N2CCN(c3ccccn3)CC2)cc1

# Seven entries from above in a different format:
Compound	BRCA1 expr up
Cc1ccccc1OC1(C)CCN(Cc2ccc3ccccc3c2)C1 (stereo not drawn)	0.3%
CCc1nc2ccc(C(=O)NCCc3c[nH]c4ccccc34)cn2c1N(C)Cc1nccn1C	-2.9%
COc1ccc(OC)c(S(=O)(=O)Nc2ccc3c(c2)OCCO3)c1	33.8%
CNc1ncnc2c1ncn2[C@H]1CN(Cc2cccnc2)C[C@@H](CO)O1	1.3%
O=C(NCc1ccccc1)c1cc(C2CCCCN2S(=O)(=O)c2ccccc2)on1 (stereo not drawn)	0.0%
C[C@H]1CN([C@@H](C)CO)C(=O)c2cc(C#CC3(O)CCCC3)cnc2O[C@H]1CN(C)C(=O)C1CC1	18.2%
C#CCN(C[C@@H]1[C@@H](OC(=O)NC2CCCC2)[C@@H](OC(=O)NC2CCCC2)CN(C(=O)OC(C)C)N1C(=O)OC(C)C)S(=O)(=O)c1ccc(C)cc1	-16.6%

# The results go on:
BRCA1 expr up | SMILES
-1.3% | CCOC(=O)Cn1ccc2cc(S(=O)(=O)N3CCCC3)ccc21
-9.7% | COc1cccc(C(C)(O)c2nc(-c3cccc(C#N)c3)cs2)c1 (stereo not drawn)
2.6% | CS(=O)(=O)N1CCCCC1c1cc(C(=O)NCc2ccccc2)no1 (stereo not drawn)
-12.7% | COc1ccc(C(=O)NCC(c2ccco2)N2CCOCC2)cc1 (stereo not drawn)
-75.8% | C=C[C@]1(C)C=C2C(=O)[C@@]3(O)OC(=O)[C@@]4(CCCC(C)(C)[C@H]34)[C@@]2(O)CC1
8.1% | CNc1ncnc2c1ncn2[C@H]1CN(Cc2ccc3c(c2)OCO3)C[C@@H](CO)O1
14.6% | CC1(C(=O)Nc2ccc3c(c2)OCO3)CCN1C(=O)CCc1cccs1 (stereo not drawn)
-23.0% | COc1c(C)cc(C(O)c2ncc(-c3cccc(F)c3)[nH]2)cc1C (stereo not drawn)
-7.3% | O=C(c1cccs1)N1C[C@H](O)[C@@H](n2cc(-c3ccc(F)cc3)nn2)C[C@@H]1c1ccccc1
-64.5% | Oc1c(C(Nc2cccnc2)c2ccc(C(F)(F)F)cc2)ccc2cccnc12 (stereo not drawn)
-4.1% | O=C1NC[C@@H](CCCCN2C[C@H](Cc3ccccc3)N(CC3CCCCC3)C(=O)C2=O)N(CCc2ccc(O)cc2)C1=O
2.5% | COc1ccc(-c2oc3c(c2C(=O)OCCCO)C(OCCO)CCC3)cc1 (stereo not drawn)
10.8% | COCCNC(=O)C1(C)CCN(C(=O)c2ccc3sccc3c2)C1 (stereo not drawn)
-14.4% | O=C(NCc1ccc(F)cc1)c1cc(C2CCCCN2S(=O)(=O)Cc2ccccc2)on1 (stereo not drawn)
0.8% | O=C1NC[C@@H](CCCCN2CCN(CCc3ccccc3)C(=O)C2=O)N(CCC2CCCCC2)C1=O
2.2% | CCC(CC)C(=O)N(C)c1c(C)nc2c(OCC(=O)N(C)C)cccn12
-47.7% | CCCCC[C@@H](C)N1C[C@@H](COCc2ccccc2)Oc2cc(N3CCC[C@@H]3CO)ccc2S1(=O)=O
7.3% | CCCCN(C)C(=O)c1sc(=O)n(Cc2ccccc2F)c1C
8.7% | CCCS(=O)(=O)NC(=O)C1(C)CCN(C(=O)c2ccc3c(c2)OCO3)C1 (stereo not drawn)
76.4% | CCOC(=O)C1=C(C)OC(=Cc2ccc(OC)cc2)C1=O
5.6% | CCCS(=O)(=O)NC(=O)C1(C)CCN(C(=O)c2cccc(C(F)(F)F)c2)C1 (stereo not drawn)
98.3% | Nc1nnc(C(=O)c2ccccc2N)s1
-6.4% | COc1ccc(-c2ccc3c(c2)O[C@H](CN(C)C(=O)Nc2ccccc2F)[C@@H](C)CN([C@H](C)CO)S3(=O)=O)cc1
-27.7% | CCOc1ccc(NC(=O)COc2cccc3cccnc23)cc1S(=O)(=O)N1CCCC1
-2.5% | COc1cc(OC)c(C(=O)N(Cc2ccco2)Cc2cccs2)cc1OC
7.9% | O=C(NCC(F)(F)F)c1ccc2sc([C@@H]3O[C@H](CO)[C@H](O)[C@H](O)[C@H]3O)nc2c1
1.1% | CCc1csc(CNC(=O)C2CCC(=O)N(Cc3cccc(OC)c3)C2)n1 (stereo not drawn)
0.0% | N#Cc1ccc(-c2nc3c4ccccc4ccn3c2Cc2cccc(Cl)c2)cc1
-2.9% | O=C(C[n+]1ccncc1)c1cccc2ccccc12
11.4% | CCNC(=O)C1(C)CCCN(C(=O)c2cccc(C)c2C)C1 (stereo not drawn)
0.2% | COc1ccc2[nH]c3c(c2c1)CNCC3
2.7% | Clc1ccc2nc(-c3ccco3)c(Cc3ccccc3)n2c1
9.3% | O=C(NCCc1nc2ccccc2n1CCOc1ccccc1)C1CCCCC1
-4.0% | COc1ccc(OC)c(C(O)c2ncc(-c3ccc(C(F)(F)F)cc3)[nH]2)c1 (stereo not drawn)
-17.7% | CCC(c1nnnn1-c1ccc2c(c1)OCCO2)N1CCN(C(=O)c2ccco2)CC1 (stereo not drawn)
-14.1% | COc1ccccc1-c1ccc2c(c1)C(C)(Cc1ccc(OC(F)(F)F)cc1)C(=O)N2 (stereo not drawn)
-3.4% | CN(C)CCCCCCNc1nccc(N2CCN(C)CC2)n1
23.2% | O=C(NCc1ccccn1)[C@@H]1CCCN1C(=O)[C@@H]1CCCN1C(=O)c1c(F)cccc1F
-13.4% | Fc1ccc(-c2nc3c4ccccc4ccn3c2Cc2ccsc2)cc1
-18.8% | O=S(=O)(NN=C1CCCCCCC1)c1ccccc1
0.0% | O=S(=O)(c1cccc(Cl)c1)N1CCN(c2nc(-c3ccccc3)nc3ccccc23)CC1
16.9% | Cc1ccccc1CC1(CO)CCCN(C(=O)c2ccoc2)C1 (stereo not drawn)
0.0% | CCc1ccc2c(c1)NC(=O)C2(C)Cc1ccc(Cl)cc1 (stereo not drawn)
5.1% | CC(C)NC(=O)N(C)C[C@H]1OCc2cnnn2CCCC(=O)N([C@@H](C)CO)C[C@H]1C
-4.1% | Cc1ccc(CC(=O)Nc2cccc(C(=O)Nc3c(C)n(C)n(-c4ccccc4)c3=O)c2)cc1C
-3.1% | C[C@@H]1CN([C@@H](C)CO)S(=O)(=O)c2ccc(Br)cc2O[C@H]1CN(C)C(=O)c1ccncc1
-5.4% | CC1(C(=O)Nc2ccc3c(c2)OCO3)CCN1C(=O)Cc1cccc2ccccc12 (stereo not drawn)
-23.4% | Cn1nc(C(C)(C)C)cc1C(=O)N1CCCCC1c1cc(C(=O)NCc2ccccc2)no1 (stereo not drawn)
-32.3% | CCCCn1nnnc1C(c1ccccc1)N1CCN(c2ccc(OC)cc2)CC1 (stereo not drawn)
9.0% | CC(=O)OCCN1c2ccccc2Sc2cnccc21
-5.8% | CC(=O)NCCNc1nc2cc(-c3ccccc3)sc2c(=O)n1C
-34.9% | O=C1CC(=C2c3ccccc3-c3ccccc32)C(=O)N1CCN1CCN(c2ccccc2)CC1
70.4% | O=c1c2ccccc2on1-c1ccccc1
-26.9% | C#CC(c1ccccc1)(c1ccccc1)n1ccnc1
-2.3% | Cc1ccc(C(=O)COC(=O)CN2C(=O)C3CC=CCC3C2=O)cc1C (stereo not drawn)
4.6% | C[C@@H](NC(=O)c1ncn2c1C(=O)NC[C@@H]2C)c1ccccc1
-25.8% | COc1ccccc1N1CCN(S(=O)(=O)CCNC(=O)/C=C/c2ccc3c(c2)OCO3)CC1
43.7% | CCc1c(O)nc(SCC(=O)Nc2ccc(Cl)cc2)n(-c2ccccc2)c1=O
-13.3% | Cc1ccccc1Oc1ccc2c(c1)[C@@H]1C[C@H](N(C)C(=O)c3ccco3)[C@H]([C@H](C)O)C(=O)N1CC2
u | CCCOc1ccc(F)cc1-c1cc(C(=O)Nc2ccccc2)[nH]n1

# Further structures.
BRCA1 expr up | SMILES
3.5% | C[C@@H]1CN([C@H](C)CO)C(=O)CCCn2cc(nn2)CO[C@H]1CN(C)C(=O)Nc1ccc(C(F)(F)F)cc1
-58.7% | Cc1ccc(Nc2nc(NCc3ccccc3)nc3ccsc23)c(C)c1
u | Cc1ccc2nc(-c3ccc(C#N)cc3)c(Cc3ccccn3)n2c1
4.6% | O=C(OC1CC2CC1[C@H]1CCCCN1C2=O)N1CCOCC1 (stereo partly drawn)
4.7% | CC12CCC(CC1O)C2C(=O)O (stereo not drawn)
23.1% | Cc1cccc(S(=O)(=O)NC(=O)C2(C)CCN2C(=O)c2c(C)noc2C)c1 (stereo not drawn)
-28.1% | C=CC[n+]1ccnc2ccccc21
-9.6% | Cc1ccc(NC(=O)C(C)N2CCCc3ccccc32)cc1S(=O)(=O)N1CCOCC1 (stereo not drawn)
-43.7% | CCN(CC)C(=O)C1=C(C)N(Cc2ccc(C(C)(C)C)cc2)C(=O)C(CC(=O)NCC2CCCCC2)C1 (stereo not drawn)
20.7% | O=C(NCCO)c1ccc(-c2cnc3cccnn23)cc1
-19.8% | COc1ccc(NC(=O)c2cc(=O)[nH]c3ccccc23)cc1S(=O)(=O)N1CCOCC1
4.7% | O=C(CSc1nnc(-c2c[nH]c3ccccc23)n1C1CC1)NC1CCS(=O)(=O)C1 (stereo not drawn)
17.5% | Cc1cccc(C(=O)Nc2ccc(NC(=O)c3cccc(C)c3)cc2)c1
-41.0% | Nc1nc2ccc(Cl)cc2cc1C(=O)NC1CC1

# 3 entries out of the list, ordered by length of the SMILES, low to high.
BRCA1 expr up | SMILES
8.7% | CCCS(=O)(=O)NC(=O)C1(C)CCN(C(=O)c2ccc3c(c2)OCO3)C1 (stereo not drawn)
0.0% | O=S(=O)(c1cccc(Cl)c1)N1CCN(c2nc(-c3ccccc3)nc3ccccc23)CC1
5.1% | CC(C)NC(=O)N(C)C[C@H]1OCc2cnnn2CCCC(=O)N([C@@H](C)CO)C[C@H]1C
